High-throughput results deposited in PubChem by National Center for Advancing Translational Sciences (NCATS).
SMN2 splice up – enhancers of SMN2 splice variant expression | HEK293 SMN2-luciferase splicing reporter, luminescence, 30-36 h | Potency, µM (top dose mostly 46.1 µM), without a hit: at the highest dose activity change, positive = activation, usual class: activators | 2.8% of 210,000 active; also: % of control where 0% means no effect; nearly all actives have a fitted effect of over 55% in size
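qHTS luciferase splicing reporter: luminescence rises when SMN2 exon 7 is included in transfected HEK293 cells. Compound exposure lasted 30-36 h at 37C, with 4.5 mM final sodium butyrate as control, followed by a ONE-Glo read.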
NPSR antag – blocks cAMP signaling of the human neuropeptide S receptor | Q6W5P4 | CHO-NPSR cells, cAMP TR-FRET, antagonist mode | Potency, µM (highest dose often 38.3 µM), for the others: at the highest dose activity change, negative = inhibition, usual class: inhibitors | 1% of 220,000 active | AID 1461; also: % is scaled to controls: 0 for no effect and ±100 for the full control effect; nearly all actives have a fitted effect of over 50% in size; many of its hits are not listed in these tables
Target sequence (Q6W5P4 whole entry, looked up): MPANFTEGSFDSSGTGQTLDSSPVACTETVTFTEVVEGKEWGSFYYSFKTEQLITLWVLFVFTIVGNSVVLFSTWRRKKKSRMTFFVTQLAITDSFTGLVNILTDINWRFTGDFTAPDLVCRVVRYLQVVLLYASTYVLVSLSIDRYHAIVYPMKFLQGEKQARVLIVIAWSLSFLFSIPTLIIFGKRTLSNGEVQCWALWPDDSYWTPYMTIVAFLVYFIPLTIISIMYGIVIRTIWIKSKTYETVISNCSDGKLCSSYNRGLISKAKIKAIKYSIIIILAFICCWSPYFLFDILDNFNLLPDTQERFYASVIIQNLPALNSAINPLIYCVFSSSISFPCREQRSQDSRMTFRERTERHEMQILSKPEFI
KinaseGlo FLuc – counter-screen: inhibitors of Kinase-Glo firefly luciferase; Q27757; Kinase-Glo luciferase, ATP luminescence, 8 min; Potency, µM (top dose mostly 38.3 µM), without a hit: at the top dose activity change, negative = inhibition, hits mostly inhibitors; 0.28% of 200,000 active; also: % is scaled to controls: 0 for no effect and ±100 for the full control effect; nearly all actives have a fitted effect of over 60% in size
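Luminescence was the read-out, taken after 8-minute incubation at ambient temperature. Luciferase turned over luciferin with 10 uM ATP in imidazole pH 7.2 buffer containing KCl, MgCl2, Tween 20 and BSA.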
IMPase Li inh – IMPase inhibition in cells with lithium potentiation; Potency, µM (highest dose often 59.4 µM), for the others: at the top dose activity, negative = IMPase inhibition, usual class: inhibitors; 0.35% of 210,000 active; CHO-M1 cells, IP1 TR-FRET (IP-One), carbachol + lithium;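 also: IP1 builds up when IMPase is blocked and the TR-FRET signal falls; plate controls were basal vehicle for no effect and high inhibitor control for full effect; nearly all actives have a fitted effect of over 50% in size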
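CHO cells stably expressing M1 receptor (2000/well, cultured 16–30 h) treated 30 min at 37C with compound plus low lithium. Cytosolic IP1 by TR-FRET (665/620 ratio and 620 channel) after 10 min lysis; AC50 by Hill fit.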
Epigenetic derep – derepresses silenced GFP reporter in murine cells; 0.2% of 280,000 active; AID 1865; Potency, µM (highest dose often 53.9 µM), without a hit: at the highest dose GFP activation, most hits filed as activators; murine LDR cells, GFP reporter derepression, 30 h; also: % of control where 0% means no effect; nearly all actives have a fitted effect of over 60% in size
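Derepression of a silenced CMV-GFP reporter in murine LDR cells is scored by enumerating GFP-positive cells with a laser-scanning microplate cytometer after 30 hours of treatment at 37 C.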
KDM4E inh – JMJD2E (human) inhibition; JMJD2E catalytic domain, FDH-coupled NADH fluorescence (FDH is formaldehyde dehydrogenase); Potency, µM (highest dose often 57.1 µM), for inactives: at the highest dose activity change, negative = inhibition, hits mostly inhibitors; 1.6% of 230,000 active; active = well fitted inhibition curve with a large enough effect, not every such curve was filed as active; inconclusive = small, poorly fitted or top-dose-only effect, or another doubt; inactive = no such curve, though single readings can be large or run the other way;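 also: 0% = wells with enzyme and -100% = buffer wells without enzyme; nearly all actives have a fitted effect of over 50% in size; many of its hits are not listed in these tables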
Target sequence (B2RXH2 1-337 limits assumed): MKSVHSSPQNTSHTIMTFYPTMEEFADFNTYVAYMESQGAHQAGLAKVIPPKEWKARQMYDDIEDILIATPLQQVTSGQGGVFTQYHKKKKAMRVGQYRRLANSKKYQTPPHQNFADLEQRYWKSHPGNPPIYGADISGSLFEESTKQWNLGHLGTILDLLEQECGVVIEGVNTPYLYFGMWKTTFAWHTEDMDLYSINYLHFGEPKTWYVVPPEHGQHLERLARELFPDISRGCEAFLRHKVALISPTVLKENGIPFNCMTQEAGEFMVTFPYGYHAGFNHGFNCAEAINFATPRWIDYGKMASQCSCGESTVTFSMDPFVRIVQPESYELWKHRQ
RECQ1 inh – RECQ1 (human) helicase inhibition. P46063. RECQ1 DNA unwinding, red fluorescence kinetic read. 0.54% of 240,000 active. Potency, µM (top dose mostly 57.3 µM), for inactives: at the top dose activity, negative = inhibition, actives largely listed as inhibitors;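 also: plate controls were vehicle for no effect and no enzyme for full effect; nearly all actives have a fitted effect of over 30% in size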
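50 nM RECQ1T1 preincubated 15 min with compound in Tris pH 8.0 buffer with MgCl2, DTT, Tween-20 and 2.5 ug/ml poly(dI-dC); started with 200 nM TAMRA/BHQ-2 forked duplex and 2 mM ATP. Unwinding read as fluorescence (525/598 nm), two reads 2 h apart.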
GoLoco inh red – inhibitors of human Gai1-RGS12 GoLoco interaction (red fluorophore) | Potency, µM (doses to about 61.6 µM), for inactives: top-dose activity, negative = inhibition, actives largely listed as inhibitors | Gai1:RGS12 GoLoco peptide FP, rhodamine, 10 min | P63096 | 0.44% of 230,000 active; active = well fitted inhibition curve with a large enough effect, not every such curve was filed as active; inactive = no such curve, though single readings can be large or run the other way; also: % is scaled to controls: 0 for no effect and ±100 for the full control effect; nearly all actives have a fitted effect of over 30% in size; many of its hits are not listed in these tables
Target sequence (P63096 whole entry, looked up): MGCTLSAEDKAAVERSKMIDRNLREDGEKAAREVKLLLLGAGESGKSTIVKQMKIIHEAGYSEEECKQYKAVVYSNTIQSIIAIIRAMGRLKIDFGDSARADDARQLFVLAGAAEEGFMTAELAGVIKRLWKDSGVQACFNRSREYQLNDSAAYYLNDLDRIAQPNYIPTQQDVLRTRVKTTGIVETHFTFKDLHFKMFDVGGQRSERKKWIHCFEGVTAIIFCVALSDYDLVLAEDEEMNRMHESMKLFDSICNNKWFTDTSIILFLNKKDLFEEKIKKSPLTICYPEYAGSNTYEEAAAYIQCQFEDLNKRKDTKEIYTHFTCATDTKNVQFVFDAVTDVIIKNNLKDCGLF
An asterisk follows results filed as active; i = inactive; ? = inconclusive; nt = not tested or not shown; [ ] = another dose, or the depositor's remark. Unless noted, calls follow the shape of the dose curve; as a rule, active = well fitted curve in the direction sought with a large enough effect; inconclusive = small, poorly fitted or top-dose-only effect, or another doubt; inactive = no such curve, though single readings can be large; an effect the other way counts as inactive or inconclusive. Potency is read from the fitted curve at half-maximal effect. An excerpt. The share of hits here may be higher or lower than overall.

SMILES	SMN2 splice up	NPSR antag	KinaseGlo FLuc	IMPase Li inh	Epigenetic derep	KDM4E inh	RECQ1 inh	GoLoco inh red
O=S(=O)(NCC1CCCO1)c1cccc2nsnc12 (stereo unspecified)	-42%[inhibitor]	4%[46.1 µM]	0%	-9%[38.3 µM]	1.5%	1%	i	-1%
Cc1ccc2c(=O)cc(C(F)F)oc2c1	-14%	-9%[46.1 µM]	-3%	25%[38.3 µM]	-1.1%	3%	11%	-15%
CC(=O)N1CCN(S(=O)(=O)c2cccc(C(=O)Nc3nccs3)c2)CC1	-9%	8%	-1%	0%	-0.5%	3%	-5%	-2%
CCSC1=NCCN1C(=O)Cc1ccc(-c2ccccc2)cc1	2%	-9%	1%	4%	-0.5%	6%	3%	-12%
N#CC1=C(N)NC(SCC(=O)Nc2ccc(Br)cc2)=C(C#N)C12CCCCC2	-11%	?	0%	2%[38.3 µM]	-0.2%	6%	-16%	7%
CCOC(=O)CC1(C)SC(NC(C)=O)=NN1C(C)=O (stereo unspecified)	nt	47%	-1%	11%	2.3%	-2%	30%[activator]	16%
CC(=O)c1c(C(C)=O)c(C)n(NC(=O)c2ccccc2Cl)c1C	-19%	-12%[46.1 µM]	0%	-1%[38.3 µM]	-1.1%	-1%	-3%	1%
COc1ccc2cc(CCNC(=O)c3ccc4c(c3)OCO4)c(=O)[nH]c2c1	-20%	-9%[46.1 µM]	1%	5%[38.3 µM]	-0.8%	-3%	-14%	0%
Cc1ccc(C)c2c1cc(C)c1nnc(SCC(=O)Nc3cccc(C(=O)O)c3)n12	nt	-5%	nt	nt	-0.9%	?	11%	-5%
Cc1csc(NC(=O)CSc2nnc(Cn3c(=O)sc4ccccc43)n2-c2ccccc2)n1	0%	-15%[46.1 µM]	1%	10%[38.3 µM]	0.2%	0%	-12%	-1%
COCCn1c(=O)c(CCc2ccccc2)nc2cnc(OC)nc21	-9%	nt	-2%	8%	nt	nt	-5%	-9%
C=CCN(c1cccc(C(F)(F)F)c1)S(=O)(=O)c1cccc(C(=O)OCC(=O)NC(N)=O)c1	15%	-26%	-5%	10%	1.0%	0%	-5%	13%
COc1cc(-n2c(=O)c3ccccc3n(CC(=O)c3ccc(F)cc3)c2=O)cc(OC)c1OC	-18%	1%	-3%	-11%	3.4%	4%	-8%	3%
CCN(CC)c1ccc(/C=N/NC(=O)c2ccccn2)cc1	nt	39%	nt	nt	-2.4%	-8%	-13%	26%
COc1ccc(OC)c(C2C3=C(COC3=O)Nc3cc4c(cc32)OCO4)c1 (stereo unspecified)	-11%	?	-1%	2%[38.3 µM]	5.6%	?	-12%	8%
COc1cccc(CNc2ccc(N3CCC(C)CC3)cc2)c1OC	-17%	-8%[46.1 µM]	1%	7%	-2.0%	13µM*	-3%	-24%
Cc1cccc(C)c1NC(=S)NCCSc1ccc(Cl)cc1	-26%	-37%	0%	17%	0.0%	0%	i	2%
C=CCSc1nccc(-c2cc(Cl)sc2Cl)n1	-21%	2%[46.1 µM]	-9%	-3%[38.3 µM]	-1.1%	2%	-2%	-1%
CC1=CCC(C(=O)O)C(C(=O)Nc2cccnc2)C1 (stereo unspecified)	-1%	16%	0%	1%	1.1%	7%	16%	4%
CC(C)(C)OC(=O)NC(CO)c1cn([C@@H](Cc2cc3ccccc3[nH]2)C(=O)N2CCN(C(=O)OC(C)(C)C)CC2)nn1 (stereo partly specified)	nt	3%	nt	-11%	-2.9%	11%	-3%	11%
COc1ccc(-c2csc(Cc3nnc(N4CCOCC4)n3-c3ccccc3)n2)cc1	-10%	-11%[46.1 µM]	-1%	-6%[38.3 µM]	0.0%	-1%	-12%	7%
COC(=O)[C@@]1(Cc2ccc(OC)cc2)[C@H]2c3cc(C(=O)N4CCCC4)n(CCc4ccc(O)c(OC)c4)c3C[C@H]2CN1C(=O)c1ccccc1	-15%	nt	-4%	-1%	1.0%	6%	-3%	6%
COc1ccc(CN(C(=O)c2cnccn2)C(C(=O)Nc2ccc(F)cc2)c2ccccc2)cc1 (stereo unspecified)	-7%	-15%[46.1 µM]	0%	10%	-2.6%	6%	-3%	1%
COc1ccc(S(=O)(=O)N2CCCCC2)cc1NC(=O)c1ccc([N+](=O)[O-])o1	-40%[inhibitor]	-32%	4%	9%	-0.4%	6%	-8%	4%
C[N+]1(CCCC[N+]2(C)CCCCCCC2)CCCCCCC1	0%[9.22 µM]	nt	-7%[7.66 µM]	-1%	nt	nt	nt	7%[14.2 µM]

Following part.
SMILES	SMN2 splice up	NPSR antag	KinaseGlo FLuc	IMPase Li inh	Epigenetic derep	KDM4E inh	RECQ1 inh	GoLoco inh red
COc1ccc(CC(=O)Nc2c3c(nn2-c2cccc(Cl)c2)CS(=O)C3)cc1 (stereo unspecified)	-2%	1%[46.1 µM]	-1%	5%	-3.0%	-3%	-15%	-4%
CC(C(=O)Oc1ccc2c(c1)OCO2)N1C(=O)c2ccccc2C1=O (stereo unspecified)	5%	-18%[46.1 µM]	0%	-8%[38.3 µM]	-1.2%	5%	-24%	6%
CCc1ccccc1OCCCOc1ccc(OC)cc1	-6%	-7%[46.1 µM]	-1%	24%[38.3 µM]	-0.8%	-1%	-12%	-8%
CCCC[C@@H]1C[C@H]1C(NC(=O)Cc1ccccc1)c1ccc(-c2ccccc2)cc1 (stereo partly specified)	-3%	nt	-1%	22%	4.7%	2%	i	9%
Cc1ccc2nc(NC(=O)Cc3cccs3)sc2c1	?	-17%[46.1 µM]	-4%	24%[38.3 µM]	-3.1%	6%	i	10%
CC(=O)Oc1ccccc1C1=NN(C(C)=O)C(c2ccccc2)C1 (stereo unspecified)	-14%	4%	1%	8%	-0.6%	?	i	6%
Cn1c(C(=O)NCCN2CCN(c3ccccc3F)CC2)cc2c(=O)n(C)c3ccccc3c21	-10%	-4%[46.1 µM]	-1%	40%[activator][38.3 µM]	0.0%	-21%	i	9%
CCCCN(C(=O)NC(=O)Nc1ccc(C)cn1)S(C)(=O)=O	nt	3%[46.1 µM]	nt	nt	-0.9%	?	-7%	nt
CCOC(=O)c1sc(NC(=O)CSc2nnnn2-c2ccc(C)cc2)c(C(=O)OCC)c1C	14%	-13%[46.1 µM]	1%	1%	-4.6%	-3%	-8%	32%[activator]
CCc1nnc(NS(=O)(=O)c2ccc(N/C=C/C(=O)c3ccc(OC)cc3)cc2)s1	nt	27%	1%	1%	1.2%	?	-13%	-15%
CCOc1ccc(NC(=O)NNC(=O)c2ccc(Cl)cc2Cl)cc1	-17%	0%	0%	6%	-2.6%	9%	i	5%
COc1ccc(C(=O)Nc2cc(OCc3ccccc3)c(Cl)cc2Cl)cc1	-15%	-30%[46.1 µM]	-1%	-10%[38.3 µM]	-1.1%	?	-11%	7%
CC1CCN(C(=O)CNC(=O)c2cccc(OC(F)F)c2)CC1	-6%	3%	-4%	-10%	1.2%	0%	8%	-12%
CN(C)c1nc(N(C)C)nc(N(C#N)CN2C(=O)c3ccccc3S2(=O)=O)n1	-7%	-1%	1%	8%	-0.1%	3%	-2%	7%
O=S(=O)(NC1CCCCC1Sc1ncccn1)c1ccc(Cl)cc1 (stereo unspecified)	-16%	-17%[46.1 µM]	0%	9%	1.3%	-8%	-11%	7%
CCOC(=O)CCCNC(=O)CCNC(=O)c1ccc(OCCC(C)C)cc1	nt	1%	nt	nt	-2.7%	-16%	-5%	5%
Cc1ccccc1C(=O)Nc1nc(=S)ss1	18%	4%[46.1 µM]	-3%	4%[38.3 µM]	0.0%	0%	-14%	-12%
O=C(CN1CCOCC1)Nc1ccc2c(c1)CCC2	nt	7%	nt	nt	1.1%	16%	-17%	9%
Cc1cccc(N2C(=O)CS/C2=N\NC(=O)c2cccnc2)c1C	1%	2%	1%	9%	-1.2%	1%	5%	11%
Cn1c(=O)c2[nH]c(NCCCN3CCOCC3)nc2n(C)c1=O	12%	-12%[46.1 µM]	3%	-8%[38.3 µM]	2.1%	-7%	-2%	11%
CCC(C)C(=O)Nc1nc2ccc(OC)cc2s1 (stereo unspecified)	nt	-1%	nt	nt	-1.8%	9%	-4%	-3%
Cc1ccccc1/C=N/n1c(-c2ccccn2)n[nH]c1=S	nt	13%	nt	nt	0.1%	-14%	-4%	14%
COc1cccc(/C=C/C(=O)N2CCN(c3n[nH]c(=O)[nH]c3=O)CC2)c1OC	-9%	9%	7%	-4%	0.2%	-1%	-1%	2%
N#Cc1ccc(COC(=O)c2ccccn2)cc1	5%	5%	0%	-4%	-2.7%	2%	i	1%
Brc1cc2c(cc1/C=N/Nc1nc(N3CCOCC3)nc(N3CCOCC3)n1)OCO2	?	-1%	2%	5%	0.0%	-20%	-6%	2%

Next part; the last three above are carried over.
SMILES	SMN2 splice up	NPSR antag	KinaseGlo FLuc	IMPase Li inh	Epigenetic derep	KDM4E inh	RECQ1 inh	GoLoco inh red
COc1cccc(/C=C/C(=O)N2CCN(c3n[nH]c(=O)[nH]c3=O)CC2)c1OC	-9%	9%	7%	-4%	0.2%	-1%	-1%	2%
N#Cc1ccc(COC(=O)c2ccccn2)cc1	5%	5%	0%	-4%	-2.7%	2%	i	1%
Brc1cc2c(cc1/C=N/Nc1nc(N3CCOCC3)nc(N3CCOCC3)n1)OCO2	?	-1%	2%	5%	0.0%	-20%	-6%	2%
CC(=O)Nc1cc(C(=O)N2CCc3ccccc3C2)ccc1Sc1ccc(F)cc1	-3%	-6%	0%	4%	1.0%	-28%	-4%	11%
COCCNc1nc2nonc2nc1NC(C)c1ccccc1Cl (stereo unspecified)	nt	1%	2%	11%	-1.1%	?	i	-6%
CCOC(=O)c1ccc(NC(=O)C2(c3ccc(Cl)cc3)CCCC2)cc1	-34%[inhibitor]	?	-2%	14%[38.3 µM]	-1.3%	-2%	-5%	-1%
CCSc1cc(N2CCOCC2)nc(-c2ccccc2)n1	4%	-11%	11%	-3%	5.7%	-1%	-4%	-6%
CC(=O)c1ccc(Oc2nc3c(c(=O)n(C)c(=O)n3C)n2C)cc1	-13%	14%	-1%	-2%	-2.4%	-1%	i	-8%
COc1ccccc1CNC(=O)C(=O)NCC1CCCO1 (stereo unspecified)	10%	-4%[46.1 µM]	-3%	2%	2.3%	-9%	-10%	13%
